Source: PubChem BioAssay
MEX-5 binding – C. elegans MEX-5 TCR-2 RNA binding activity | activity score (negative = inhibition of binding), % at 10 µM | Q9XUB2 | 300,000 compounds, 0.38% hits | MEX-5/FITC-TCR2 RNA binding, fluorescence polarization; hits give low values;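 active means inhibition past about -25% in most replicates, and total fluorescence under double the plate's negative control median, limit read from the data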;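 further: 0% = DMSO and -100% = 5 µM competing unlabeled TCR2 RNA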
Target sequence (Q9XUB2 whole entry, looked up): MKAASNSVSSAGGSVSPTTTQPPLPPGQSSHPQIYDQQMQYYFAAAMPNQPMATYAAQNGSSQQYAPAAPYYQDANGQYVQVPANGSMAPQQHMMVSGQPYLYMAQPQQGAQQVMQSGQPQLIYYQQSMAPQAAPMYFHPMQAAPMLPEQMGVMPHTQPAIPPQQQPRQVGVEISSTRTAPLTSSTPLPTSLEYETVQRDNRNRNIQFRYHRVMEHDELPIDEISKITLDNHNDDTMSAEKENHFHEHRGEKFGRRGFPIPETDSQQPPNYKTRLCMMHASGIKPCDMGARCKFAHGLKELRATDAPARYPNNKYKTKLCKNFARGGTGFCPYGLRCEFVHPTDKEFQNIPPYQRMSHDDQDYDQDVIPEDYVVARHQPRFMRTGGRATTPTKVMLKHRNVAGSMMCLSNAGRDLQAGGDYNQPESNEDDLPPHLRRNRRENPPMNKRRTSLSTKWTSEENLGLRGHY
Yeast superoxide – caloric restriction mimetics inhibiting age-related superoxide in yeast | S. cerevisiae aged cells, superoxide DHE fluorescence; hits give low values | superoxide response (% of plate mean), % at 10 µM | 330,000 compounds, 0.18% hits;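 active means superoxide response under a set limit, about three screen SD below normal, cut at about 65% in these data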;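 further: yeast aged for seven days with compound at 30 °C before DHE staining; 100% = average MFI of all compound-treated wells on the plate with controls excluded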
EBNA-1 inhibitor – blocks EBNA-1 binding to DNA. EBNA-1 DNA binding, fluorescence polarization. inhibition, % at 14.8 µM. 300,000 compounds, 0.34% hits; in the data active means inhibition above about 28%
Fam108B inh – blocks mouse Fam108B hydrolase in RBBP9 counter-screen. 300,000 compounds, 0.33% hits. recombinant Fam108B, FP-Rh probe fluorescence polarization. inhibition, % at 9.51 µM;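 active means inhibition above the screen mean inhibition plus 3 SD, computed separately per campaign, cut at about 18% in these data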;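 further: inhibitors lower polarization as less probe binds the enzyme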
ZTA DNA inh – ZTA (EBV) inhibition in EBNA-1 counter-screen. P03206. 320,000 compounds, 0.15% hits. ZTA-DNA binding, fluorescence polarization. inhibition, % at 11 µM. AID 2234; in the data active means inhibition above about 33%
GLD-1 TGE inh – GLD-1-TGE RNA interaction inhibition (C. elegans); Q17339; purified GLD-1 + fluorescein TGE RNA, fluorescence polarization; inhibition, % at 5.96 µM; 320,000 compounds, 0.44% hits;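 active means percent inhibition above a per-plate cutoff, the plate mean of test compounds plus 3 SD, cut at about 30% in these data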;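 further: 0% = DMSO wells with GLD-1 and probe and 100% = wells lacking GLD-1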
Target sequence (Q17339 whole entry, looked up): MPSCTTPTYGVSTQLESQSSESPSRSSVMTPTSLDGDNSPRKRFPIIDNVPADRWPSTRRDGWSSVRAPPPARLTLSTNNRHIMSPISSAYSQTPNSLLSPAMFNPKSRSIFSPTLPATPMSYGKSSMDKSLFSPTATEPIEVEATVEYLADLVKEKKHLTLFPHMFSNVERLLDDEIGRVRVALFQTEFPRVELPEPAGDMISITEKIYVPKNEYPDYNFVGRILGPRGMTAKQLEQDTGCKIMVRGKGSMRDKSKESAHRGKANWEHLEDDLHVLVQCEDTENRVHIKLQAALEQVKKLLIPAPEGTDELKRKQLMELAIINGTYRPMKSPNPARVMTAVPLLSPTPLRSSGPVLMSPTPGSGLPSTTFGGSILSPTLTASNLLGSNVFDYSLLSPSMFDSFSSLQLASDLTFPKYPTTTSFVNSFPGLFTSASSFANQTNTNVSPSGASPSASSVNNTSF
MCL1-BIM inh – inhibitors of human MCL1 binding to BIM-BH3 peptide. Q07820. inhibition, % at 10.9 µM. GST-MCL1 / FITC-Bim-BH3 fluorescence polarization. 320,000 compounds, 0.68% hits. AID 2057;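 active means inhibition above the mean inhibition of all tested compounds plus 3 SD, set per campaign, cut at about 40% in these data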;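 further: 0% = DMSO wells and 100% = unlabeled Bim-BH3 peptide control; higher means more loss of mP so more displacement of Bim peptide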
Efflux pump inh – blocks antifungal efflux pumps in multiplex yeast assay; AID 485275; 330,000 compounds, 0.44% hits; inhibition, % at 10 µM; S. cerevisiae Candida pump triplex, Nile Red efflux;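 active means plate passing quality check with inhibition over a set limit, or well fluorescence over plate mean plus 4 SD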;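 further: Nile Red retained in pooled yeast measured as flow cytometry median fluorescence; 0% = buffer negative control and 100% = Enniatin B positive control; higher means more Nile Red kept so more efflux inhibition; some compounds called inactive have numbers as strong as hits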
BCLXL inh – Bcl-xL (human) inhibition | AID 2129 | Q07817 | inhibition, % at 10.9 µM | GST-Bcl-xL / FITC-Bim BH3 peptide fluorescence polarization | 320,000 compounds, 0.7% hits;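 active means inhibition above the mean of all tested compounds plus 3 SD, cutoff set per campaign, cut at about 30% in these data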;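 further: 0% = DMSO wells and 100% = unlabeled Bim-BH3 peptide competitor; inhibitors lower millipolarization by displacing the labeled peptide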
An asterisk follows results filed as active; x = not tested or not shown. Compounds as they come; overall some 2.3% were active at least once.

SMILES	MEX-5 binding	Yeast superoxide	EBNA-1 inhibitor	Fam108B inh	ZTA DNA inh	GLD-1 TGE inh	MCL1-BIM inh	Efflux pump inh	BCLXL inh
COC(=O)N/N=C/c1cn(CCOc2ccccc2OC)c2ccccc12	0.5	105	-16	1	1	0	0	-0.1	1
CC(OCc1ccccc1)C(NC(=O)OC(C)(C)C)C(=O)NCC1CCCO1 (configuration not stated)	0.6	85	46*	-1	-12	-4	0	0.1	0
Cc1ccc(NC(=O)C2COc3ccccc3O2)nc1 (configuration not stated)	-0.7	94	-17	-1	10	7	-4	0.1	5
O=C(Cc1ccc(Cl)cc1)Nc1ccc(S(=O)(=O)Nc2cnc3ccccc3n2)cc1	-2.2	117	-10	-4	17	-4	-1	0.1	5
O=C(O)C1C2C=CC(C2)C1C(=O)NCc1ccc(Cl)cc1Cl (configuration not stated)	1.0	99	-4	-1	-4	4	2	-0.1	0
COc1ccc(CC(=O)NNC(=S)Nc2ccc(Br)cc2)cc1	-1.9	118	2	3	3	6	8	-0.2	8
COc1cc(C(=O)NCc2nnc(SCC(=O)NCc3ccccc3)o2)cc(OC)c1OC	-1.6	103	0	0	15	-6	-2	0.1	-2
CSc1nnc(-c2ccc(NC(N)=S)cc2)o1	-1.6	98	-8	0	-3	1	3	0.0	6
Cc1ccc(S(=O)(=O)N(C)c2ccc(C(=O)N3CCOCC3)cc2)cc1	1.9	81	-2	-1	-8	-5	12	-0.1	1
O=C(CN(c1ccccc1)S(=O)(=O)c1ccccc1)N/N=C/c1ccc(OC2CSC2)cc1	0.2	98	55*	-3	4	3	-1	-0.2	3
CSc1cc(-c2ccccc2)n(C)c(=O)c1C#N	-0.8	98	11	4	-9	-5	0	-0.1	1
COc1ccc(/C=N\N=C2/SC(CC(=O)O)C(=O)N2c2ccc(O)cc2)cc1 (configuration not stated)	0.5	87	-6	1	3	-12	0	-0.1	0
COc1ccc(C(=O)COC(=O)Cn2cnc3c2c(=O)n(C)c(=O)n3C)c(OC)c1	0.8	103	-2	0	-2	-3	2	0.1	0
COCc1ccc(C(=O)Nc2ccccc2C(=O)NCc2cccnc2)cc1	-0.7	104	8	-2	-12	0	-7	-0.1	-2
O=C(NCc1cnc2ccccn12)C1CCC(=O)N(Cc2cccc(F)c2)C1 (configuration not stated)	-4.0	100	-14	-1	-1	-3	-5	0.1	-1
CCN(CC)CCn1c(NCc2cc(OC)ccc2OC)nc2ccccc21	1.2	143	-7	0	-5	3	2	-0.1	-2
Cc1onc(-c2ccccc2)c1-c1nc2ccccc2c(=O)o1	-0.4	98	-8	-12	7	8	-10	0.2	4
CC(Nc1ccc(Cl)c(Cl)c1)C(=O)NN (configuration not stated)	0.8	92	1	-2	9	8	5	-0.1	1
Cc1ccc2c(CN3CCN(CCO)CC3)cc(=O)oc2c1C	4.0	93	4	3	3	1	5	-0.1	3
CCN(CC)CCCNC(=O)CSc1nc(-c2ccc(F)cc2)cc(C(F)(F)F)n1	-0.5	110	-5	-1	0	-3	2	0.1	7

Compound profiles, from the list above. Screens in order: MEX-5 binding	Yeast superoxide	EBNA-1 inhibitor	Fam108B inh	ZTA DNA inh	GLD-1 TGE inh	MCL1-BIM inh	Efflux pump inh	BCLXL inh
Listed for `CSc1cc(-c2ccccc2)n(C)c(=O)c1C#N` = -0.8	98	11	4	-9	-5	0	-0.1	1
Listed for `Cc1ccc2c(CN3CCN(CCO)CC3)cc(=O)oc2c1C` = 4.0	93	4	3	3	1	5	-0.1	3

New compounds follow.
SMILES	MEX-5 binding	Yeast superoxide	EBNA-1 inhibitor	Fam108B inh	ZTA DNA inh	GLD-1 TGE inh	MCL1-BIM inh	Efflux pump inh	BCLXL inh
COc1ccc(C(=O)O)cc1NC(=S)NC(=O)Cc1ccc(Cl)cc1	-0.6	104	-3	-1	3	-8	12	0.1	3
COc1cccc(CC2(CO)CCN(S(=O)(=O)c3ccc(OC)cc3OC)CC2)c1	2.5	103	-4	-2	-15	2	5	0.2	3
CCSc1ccc(/C(N)=N/OC(=O)c2cccs2)cn1	1.2	102	16	-6	-5	1	-2	-0.1	1
CC1CCCN(CCCOc2ccc([N+](=O)[O-])cc2)C1 (configuration not stated)	-0.3	84	-4	-2	-7	8	7	2.4	6
CCCCn1c(-c2cc(Cl)ccc2OC)n[nH]c1=S	x	128	-8	-3	-9	-1	-24	0.7	-15
CC1Cc2ccccc2N1C(=O)CSc1nnc(-c2ccc(S(=O)(=O)N3CCOCC3)cc2)n1C (configuration not stated)	-2.0	103	-13	2	-13	2	11	1.1	4
COC(=O)c1cc(C)sc1NC(=O)c1cccnc1	1.9	121	-8	-2	-13	5	-3	0.4	-1
Cc1cccc(NC(=O)CN2CCN(C(=O)CNC(=O)Cc3cccc4ccccc34)CC2)c1C	x	90	x	x	16	5	1	0.1	6
CCOc1cc(C(=S)N2CCN(C)CC2)ccc1OCC(=O)N1CCCC1	2.0	95	5	4	10	0	-1	0.3	0
CC1CCCN(C(=O)c2ccc3c(c2)OCO3)C1 (configuration not stated)	-2.0	99	4	3	11	3	-9	0.3	1
Cc1cc(C(F)F)n2nc(C(=O)Nc3sc4c(c3C#N)CCC4)nc2n1	-1.0	81	-7	14	7	-13	36	0.3	7
CC1CCCC(C)N1c1nnc(N)s1 (configuration not stated)	0.4	93	5	-3	-6	3	10	0.0	8
Cc1ccc(S(=O)(=O)NCCC(=O)Nc2nccs2)cc1	2.3	99	3	7	-9	5	0	0.1	7
O=C(NCC1CCCO1)/C(=C\c1ccco1)NC(=O)c1ccccc1 (configuration not stated)	-5.7	91	-11	-3	2	13	19	-0.1	20
N#C/C(=C(/O)COC(=O)Cc1c[nH]c2ccccc12)c1nc2ccccc2[nH]1	1.7	122	1	11	15	4	2	-0.1	2
CC(=O)Oc1cc2c(cc1Cl)C1(CC(c3ccccc3Cl)O2)CC(C)(C)NC(=S)N1 (configuration not stated)	3.3	108	13	-3	10	4	-13	114*	-13
Cc1ccc(S(=O)(=O)Nc2ccc(NC(=O)CN3CCCCC3)cc2)cc1	2.2	116	0	4	-16	3	9	-0.2	5
COCCC1CCCCN1C(=O)c1ccc2nc(Cc3ccccc3F)oc2c1 (configuration not stated)	-1.0	85	-2	5	-11	2	4	-0.1	2
COc1ccc(S(=O)(=O)N2CCN(Cc3ccccc3[N+](=O)[O-])CC2)cc1	-0.8	105	-3	-1	7	7	4	0.1	8
Cc1nn(CC(=O)OCCOc2ccc(Br)cc2)c(C)c1[N+](=O)[O-]	-0.7	98	-4	-2	5	2	7	0.2	10
Fc1ccc2nc(N3CCCCC3)sc2c1	1.4	103	-10	0	0	-2	1	0.1	4
CC(C)NC(=O)NC(=O)COc1ncnc2sccc12	0.8	95	1	2	-10	5	8	0.1	8
O=C(Cc1c(F)cccc1Cl)Nc1nc2ccccc2s1	1.2	105	2	-4	0	0	-13	0.2	-2
CCCCC(=O)Nc1ccc(N2CCCC2)cc1	0.2	100	-7	4	-9	-2	12	-0.2	10
CCCCC(=O)Nc1ccc(C(=O)NCCCn2ccnc2)cc1	1.3	96	-6	0	2	10	5	0.0	5
COc1ccc(CNC(=O)COc2ccc(S(=O)(=O)NC(C)C)cc2)cc1	-0.4	86	-9	-1	-13	6	4	0.0	2
CCCCCCCC[n+]1cccc(C(=O)N(CC)CC)c1	2.4	110	-1	6	-12	-4	14	-0.1	7
Cc1nc(NS(=O)(=O)c2ccc(Cl)s2)c2c3c(sc2n1)CCCC3	2.0	75	-11	-4	-4	1	0	-0.1	4
O=C(O)C1CCCN(C(=O)NCc2ccccc2)C1 (configuration not stated)	2.1	85	4	3	4	-1	0	-0.1	-4
Cc1cc(C(=O)Nc2cccc(O)c2)c(C)o1	-0.5	84	-8	6	-10	5	15	0.0	7
O=C1CCCc2ccccc2N1Cc1ccc(Cl)cc1Cl	2.3	99	1	-1	0	0	-6	0.0	-2
COc1cc(NC(=S)NCCC(c2ccccc2)c2ccccc2)c(OC)cc1Cl	1.4	104	-3	10	-5	11	3	-1.0	5
COCCN(C(=S)Nc1ccc(C(C)C)cc1)C(C)c1cccs1 (configuration not stated)	-0.4	93	-3	2	17	4	3	0.0	0
COc1ccc(NC(=O)Nc2ccc(C(=O)N3CCOCC3)cc2)cc1	-0.2	90	1	-1	-7	-3	-1	-0.1	4
ClCc1c2ccccc2cc2ccccc12	x	105	0	1	1	10	9	0.0	7
O=S(=O)(c1ccc(F)cc1)c1nc(-c2ccco2)oc1Nc1ccc(F)cc1	-5.7	95	2	-3	-18	-1	1	0.1	3
Cc1ccc(S(=O)(=O)NCCC(=O)N2CCC(Cc3ccccc3)CC2)cc1	1.5	105	-4	4	6	8	3	0.0	4
COc1ccc(C/C(N)=N/OC(=O)CCc2ccccc2)cc1	-3.1	105	-8	1	-3	-3	1	0.1	2
CCOC(=O)c1ccccc1NC(=O)c1cccc(F)c1	0.0	110	2	-1	1	1	-8	-0.1	-1
O=C1C2=C(CCCC2)C(=O)N1c1cccc(OCCBr)c1	1.3	97	0	0	-3	0	14	0.1	9
COc1ccc(C)cc1N(C(=O)CNC(=O)c1ccco1)C(C(=O)NC1CCCC1)c1cccnc1 (configuration not stated)	0.5	112	-6	-3	1	11	-3	0.3	-2
COc1cc(CNn2cnnc2)ccc1OCC(=O)NC(C)(C)C	-0.5	116	-4	2	8	6	-2	0.0	-4
COc1cccc(OCCn2cc(C(=O)c3ccco3)c3ccccc32)c1	1.3	119	-7	-14	4	2	-12	-0.1	-6
CCc1noc(C)c1C(=O)Nc1ccccc1N1CCOCC1	-1.0	93	2	-1	-6	2	-16	-0.1	-17
CCC(C(=O)NC1CCCCCC1)c1ccccc1 (configuration not stated)	1.7	89	-1	1	-1	2	3	0.0	5
CCC(C)(C)NC(=O)CN(CC1CCCO1)C(=O)CNS(=O)(=O)c1ccccc1 (configuration not stated)	0.7	97	4	-2	-10	9	-1	-0.1	2
CC(Sc1nc(N(C)C)nc(N2CCOCC2)n1)C(=O)Nc1ccccc1 (configuration not stated)	2.5	99	-12	1	7	-5	3	0.1	6
Cc1cc(CNC(=O)c2ccc3c(c2)OCO3)c2ccccc2n1	-1.2	108	12	5	-14	3	10	-0.2	6
CCOC(=O)c1[nH]c(C)c(C(=O)N2CCN(c3cccc(Cl)c3)CC2)c1C	2.8	101	0	3	7	0	5	0.1	4
CCCCN(C(=O)c1ccc(S(=O)(=O)N2CCOCC2)cc1)C1CCS(=O)(=O)C1 (configuration not stated)	-0.7	99	0	-4	0	6	-2	0.0	3
COc1ccc(CC(=O)Nc2ccc(N3CCOCC3)cc2)cc1OC	x	93	-1	-1	-15	6	-2	-0.1	0
CCn1cc(CN2CCCC(CNS(=O)(=O)Cc3ccccc3)C2)cn1 (configuration not stated)	0.8	118	-5	-3	-20	4	2	0.0	4
CC(C(=O)Nc1nc2ccccc2[nH]1)N1C(=O)C2CC=CCC2C1=O (configuration not stated)	1.0	114	8	-1	-30	7	5	-0.2	1
Cc1ccc(-c2csc3ncnc(SCC(=O)NCc4ccc5c(c4)OCO5)c23)cc1	-3.0	100	20	-2	8	-7	5	0.0	0
Cc1ccn2c(=O)nc(SCC(=O)NC3CCCCC3)nc2c1	-2.6	95	5	4	-1	5	3	-0.1	5

Taken from above.
CCc1noc(C)c1C(=O)Nc1ccccc1N1CCOCC1 in EBNA-1 inhibitor shows 2
Cc1ccn2c(=O)nc(SCC(=O)NC3CCCCC3)nc2c1 in BCLXL inh shows 5
CCCCN(C(=O)c1ccc(S(=O)(=O)N2CCOCC2)cc1)C1CCS(=O)(=O)C1 (configuration not stated) in ZTA DNA inh shows 0
COc1ccc(CC(=O)Nc2ccc(N3CCOCC3)cc2)cc1OC in Efflux pump inh shows -0.1
